High-throughput results from PubChem BioAssay.
Pf apPOL inh: Pf-apPOL inhibitors, biochemical, fluorescence | inhibition, % at 10 µM | Recombinant Pf-apPOL, molecular beacon fluorescence, 1.5 h | 0.25% of 210,000 active | Plasmodium falciparum apicoplast DNA polymerase (apPOL)
mHTT-CaM PPI inh: mutant huntingtin-calmodulin interaction inhibitors – biochemical, AlphaScreen, primary screen; P42858; 3.6% of 190,000 active; AlphaScreen His-mHTT/GST-CaM binding, luminescence; inhibition, % at 15 µM;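 also: 0% = both proteins with DMSO and 100% = one protein alone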
Target sequence (P42858 whole entry, looked up, stated change not applied): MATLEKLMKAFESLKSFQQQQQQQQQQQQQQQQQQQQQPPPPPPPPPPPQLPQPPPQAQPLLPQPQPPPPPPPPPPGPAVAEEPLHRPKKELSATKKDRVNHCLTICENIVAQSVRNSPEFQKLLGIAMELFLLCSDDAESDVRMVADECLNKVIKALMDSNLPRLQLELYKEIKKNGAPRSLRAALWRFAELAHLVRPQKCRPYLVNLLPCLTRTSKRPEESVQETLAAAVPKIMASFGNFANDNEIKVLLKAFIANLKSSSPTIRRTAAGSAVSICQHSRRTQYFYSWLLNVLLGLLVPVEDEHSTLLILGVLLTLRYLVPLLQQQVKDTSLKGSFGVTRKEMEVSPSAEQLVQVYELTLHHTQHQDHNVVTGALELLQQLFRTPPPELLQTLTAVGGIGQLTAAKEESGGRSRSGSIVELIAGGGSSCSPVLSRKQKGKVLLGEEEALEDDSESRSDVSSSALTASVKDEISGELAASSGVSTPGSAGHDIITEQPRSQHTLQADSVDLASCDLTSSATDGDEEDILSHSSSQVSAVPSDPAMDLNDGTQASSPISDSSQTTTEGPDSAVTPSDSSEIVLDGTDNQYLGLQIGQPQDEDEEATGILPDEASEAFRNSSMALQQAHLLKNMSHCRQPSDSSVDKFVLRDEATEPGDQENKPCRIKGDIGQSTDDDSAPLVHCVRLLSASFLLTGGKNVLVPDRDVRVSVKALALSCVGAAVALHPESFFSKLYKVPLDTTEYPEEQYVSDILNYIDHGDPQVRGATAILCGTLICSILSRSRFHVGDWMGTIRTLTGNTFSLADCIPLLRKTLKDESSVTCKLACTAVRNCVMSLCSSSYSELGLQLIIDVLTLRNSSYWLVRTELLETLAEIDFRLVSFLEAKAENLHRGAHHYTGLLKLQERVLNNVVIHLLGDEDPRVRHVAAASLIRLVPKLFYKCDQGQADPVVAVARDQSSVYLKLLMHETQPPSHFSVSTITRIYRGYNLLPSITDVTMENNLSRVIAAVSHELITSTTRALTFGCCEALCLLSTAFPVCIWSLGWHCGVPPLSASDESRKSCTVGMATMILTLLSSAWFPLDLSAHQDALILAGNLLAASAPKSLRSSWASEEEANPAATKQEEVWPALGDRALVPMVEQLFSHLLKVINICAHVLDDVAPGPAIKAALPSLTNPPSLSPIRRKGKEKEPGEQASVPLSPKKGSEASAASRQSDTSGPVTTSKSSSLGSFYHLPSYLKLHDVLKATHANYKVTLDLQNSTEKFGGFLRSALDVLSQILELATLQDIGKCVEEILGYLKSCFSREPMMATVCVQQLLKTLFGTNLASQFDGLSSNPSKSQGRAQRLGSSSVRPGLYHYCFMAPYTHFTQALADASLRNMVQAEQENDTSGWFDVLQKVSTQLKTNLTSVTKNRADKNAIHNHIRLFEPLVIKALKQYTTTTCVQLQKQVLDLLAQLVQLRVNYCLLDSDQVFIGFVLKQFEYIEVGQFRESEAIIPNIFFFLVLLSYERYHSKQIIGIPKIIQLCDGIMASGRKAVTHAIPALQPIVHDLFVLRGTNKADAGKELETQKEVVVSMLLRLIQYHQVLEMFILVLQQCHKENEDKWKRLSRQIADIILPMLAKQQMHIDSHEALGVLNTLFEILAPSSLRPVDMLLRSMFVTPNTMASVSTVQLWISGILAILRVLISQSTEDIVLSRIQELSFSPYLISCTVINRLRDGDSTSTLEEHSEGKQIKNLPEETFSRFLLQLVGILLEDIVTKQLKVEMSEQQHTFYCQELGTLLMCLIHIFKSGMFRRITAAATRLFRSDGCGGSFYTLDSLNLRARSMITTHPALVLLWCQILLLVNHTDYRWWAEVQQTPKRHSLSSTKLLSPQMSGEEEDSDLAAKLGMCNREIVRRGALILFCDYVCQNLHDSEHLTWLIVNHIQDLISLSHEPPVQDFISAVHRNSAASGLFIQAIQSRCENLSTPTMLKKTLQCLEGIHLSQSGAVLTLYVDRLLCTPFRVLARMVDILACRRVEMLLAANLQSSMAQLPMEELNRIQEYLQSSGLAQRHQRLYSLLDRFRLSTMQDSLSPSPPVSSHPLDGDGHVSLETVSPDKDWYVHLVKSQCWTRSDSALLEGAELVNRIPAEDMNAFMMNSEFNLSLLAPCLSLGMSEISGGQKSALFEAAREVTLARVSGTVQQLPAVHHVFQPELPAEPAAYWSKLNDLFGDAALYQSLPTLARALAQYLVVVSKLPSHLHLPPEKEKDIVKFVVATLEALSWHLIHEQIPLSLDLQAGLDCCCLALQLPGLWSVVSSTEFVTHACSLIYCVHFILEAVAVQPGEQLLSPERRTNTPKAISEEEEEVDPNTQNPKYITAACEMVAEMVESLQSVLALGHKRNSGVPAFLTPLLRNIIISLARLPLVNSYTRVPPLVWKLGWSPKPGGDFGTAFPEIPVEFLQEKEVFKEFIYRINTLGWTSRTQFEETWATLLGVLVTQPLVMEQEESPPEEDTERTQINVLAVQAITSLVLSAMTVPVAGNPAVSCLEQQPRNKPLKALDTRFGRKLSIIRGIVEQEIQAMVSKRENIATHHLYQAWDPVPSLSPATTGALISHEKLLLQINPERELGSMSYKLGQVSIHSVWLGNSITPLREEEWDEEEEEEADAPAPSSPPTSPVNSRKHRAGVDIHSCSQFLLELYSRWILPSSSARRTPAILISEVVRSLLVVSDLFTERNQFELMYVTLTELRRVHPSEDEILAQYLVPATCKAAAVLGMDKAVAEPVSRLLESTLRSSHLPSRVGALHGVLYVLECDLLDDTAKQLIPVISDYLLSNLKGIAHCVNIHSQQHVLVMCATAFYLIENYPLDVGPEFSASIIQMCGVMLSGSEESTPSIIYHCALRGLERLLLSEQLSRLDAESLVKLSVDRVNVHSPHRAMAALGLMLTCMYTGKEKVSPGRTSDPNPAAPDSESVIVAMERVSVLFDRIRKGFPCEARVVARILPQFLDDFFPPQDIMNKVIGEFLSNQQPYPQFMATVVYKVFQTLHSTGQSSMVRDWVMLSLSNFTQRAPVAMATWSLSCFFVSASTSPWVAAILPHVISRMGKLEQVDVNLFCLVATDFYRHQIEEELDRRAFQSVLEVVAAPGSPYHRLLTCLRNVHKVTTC
* marks the source's active call; other numbers are inactive results; x = not tested or not shown; & = joins results of further samples. Rule as the data show it: active = inhibition above about 50%; inactive = the rest.

(1) CCN(CC)c1ccc(NC(=O)c2ccc3c(c2)OCCO3)cc1
(2) O=c1sc2ccccc2c(Nc2ccccc2)c1[N+](=O)[O-]
(3) COc1cccc2cc(C(=O)Nc3ccc(F)cc3)c(=O)oc12
(4) CCOC(=O)c1sc(NC(=O)c2ccno2)nc1C
(5) CN(C(=O)c1ccc(Br)cc1)c1ccccc1
(6) CC(=O)Nc1ccc(N2C(=O)CC(N3CCCC4CCCCC43)C2=O)cc1 (stereo not given)
Assay by compound,1,2,3,4,5,6
Pf apPOL inh,3,-21,-10,-2,-8,-3
mHTT-CaM PPI inh,45,8,2,-7,-7,0

(7) Cc1cc(N2CCCC2)n2nc(CN3CCc4ccccc4C3)nc2n1
(8) COc1cccc(NC(=O)c2cc3cc4ccc(OC)cc4nc3o2)c1
(9) O=C(CSc1ccccc1)Nc1ccc2c(c1)OCO2
(10) Cc1c(C(=O)NCCc2ccccc2)oc2ccc(S(=O)(=O)N3CCCCC3)cc12
(11) COc1cc(-c2nc(N)n[nH]2)cc(OC)c1OC
(12) CC(C)Cn1cc2c3c(cccc31)CN(C(=O)Nc1ccc(F)cc1)CC2
Assay by compound,7,8,9,10,11,12
Pf apPOL inh,3,0,-1,-6,-13,-1
mHTT-CaM PPI inh,6,-4,7,-7,-2,0

(13) O=S(=O)(Cc1nc(COc2c(Cl)cccc2Cl)no1)c1ccc(Cl)cc1
(14) N#CC1=C(SCC(=O)Nc2ccc(F)cc2)NC(=O)C(C#N)C12CCCCC2 (stereo not given)
(15) CCC(=O)Nc1sc(C)c(C)c1C(=O)Nc1ccc(C)cc1
(16) Cc1ccc(C)c(NS(=O)(=O)c2ccc3c(c2)-c2oncc2CO3)c1
(17) CCn1c(=O)c2c(ncn2Cc2cccc(C)c2)n(-c2cccc(C)c2)c1=O
(18) Cc1ccccc1C(=O)N1CCC(C(=O)N(Cc2ccccc2)Cc2ccccc2)CC1
Assay by compound,13,14,15,16,17,18
Pf apPOL inh,-3,-2,1,-2,15,-2
mHTT-CaM PPI inh,x,-1,-3,-4,12,17

(19) ON=C1CCCc2[nH]c3ccccc3c21
(20) COc1cc(OC)c(NC(=O)c2c(-c3ccccc3Cl)noc2C)cc1Cl
(21) C=CCn1c(SCC(=O)Nc2ccc3c(c2)OCCO3)nnc1-c1cccs1
(22) O=S(=O)(c1cc(Br)ccc1Br)N1CCN(Cc2ccccc2)CC1
(23) COc1ccc(/C=C/C(C)=C/C(=O)O)c(OC)c1
(24) CCSc1nnc(NC(=O)C(CC)Oc2ccccc2)s1 (stereo not given)
Assay by compound,19,20,21,22,23,24
Pf apPOL inh,0,3,0,-2,-2,-2
mHTT-CaM PPI inh,x,-5,8,-2,-2,-3

(25) CC1CCN(c2ncc3c(n2)CCC(C(=O)NCc2ccc(N4CCOCC4)cc2)C3)CC1 (stereo not given)
(26) COc1ccc(OC)c2[nH]c(=O)c(CCNC(=O)/C=C/c3ccccc3)cc12
(27) COc1ccc(-c2ncc3c(n2)CCN(C(=O)c2ccc(Br)cc2)C3)cc1
(28) COc1ccc(F)cc1S(=O)(=O)NCCOc1cc(N2CCOCC2)nc(C)n1
(29) Cc1ccc(-c2nc(CCNC(=O)C(=O)Nc3ccccc3Cl)cs2)cc1
(30) COc1ccc(Br)cc1/C=c1\sc2ncnn2c1=O
Assay by compound,25,26,27,28,29,30
Pf apPOL inh,0,-9,-6,-4,-2,-3
mHTT-CaM PPI inh,2,0,3,-14,-17,0

(31) O=C(CSc1cc(NCc2ccc(Cl)cc2)ncn1)Nc1ccc(F)cc1F
(32) CC(C)Oc1ccc(Oc2nc(NC3CC3)nc(N(C)C)n2)nn1
(33) COCCNC(=O)c1cncc(-c2cccc(Cl)c2)c1
(34) CCN1CCN(C2CCSC2)CC1 (stereo not given)
(35) Cc1ccc(NC(=O)CN2CCCCC2c2nc(-c3cccc(F)c3)no2)cc1 (stereo not given)
(36) CCC(=O)Nc1ccc(OC)c(NC(=O)c2ccco2)c1
Assay by compound,31,32,33,34,35,36
Pf apPOL inh,-7,x,0,-6,-6,-8
mHTT-CaM PPI inh,-6,-2,-8,1,-17,-4

(37) CC(C)(C)c1ccc(/C=C/C(=O)Nc2ccc3c(c2)OCCO3)cc1
(38) CCc1ccccc1S(=O)(=O)N1CCc2c(c(COCc3ccccc3)nn2C)C1
(39) CCN1C(=O)Cc2cc(C(=O)N3CCCCC3)ccc21
(40) O=C(Cn1nc(N2CCCCCC2)c2ccccc2c1=O)Nc1ccc(F)c(F)c1
(41) O=C(c1ccsc1)N1CCC(CCOc2cccc(F)c2)CC1
(42) CC(=O)NC(C)(C)COc1ccc(Cl)cc1
Assay by compound,37,38,39,40,41,42
Pf apPOL inh,5,-4,-2,-2,0,-4
mHTT-CaM PPI inh,x,9,0,22,0,-1

(43) O=C(CCC(=O)c1ccccc1)NCCCn1cccc1
(44) CC1CCN(C(=O)c2ccc(OCC3CCCN(C(=O)c4ccco4)C3)cc2)CC1 (stereo not given)
(45) COc1ccc(CNC(=O)c2cc3c(s2)CCN(C(=O)c2ccc(F)cc2)C3)cc1
(46) CCc1nccn1S(=O)(=O)c1ccc(Br)cc1Br
(47) Cc1cccc2c1-c1ncccc1C2=Nc1ccccc1
(48) O=C(Nc1ncc(Cc2ccc(F)cc2)s1)c1ccc(Br)cc1
Assay by compound,43,44,45,46,47,48
Pf apPOL inh,-1,8,-7,-1,-2,-9
mHTT-CaM PPI inh,4,9,-3,-7,37,4

(49) NC(=O)Cc1nc(-c2ccc([N+](=O)[O-])cc2)cs1
(50) COc1cc(C(=O)OC2CC(C)=CCCC3(C)OC3C(O)C2C(C)C)cc(OC)c1OC (stereo not given)
(51) Cc1cccc(NC(=O)CN2C(=O)C(c3ccc(F)cc3)=NC23CCCC3)c1
(52) Cc1nc(-c2nnc(NC(=O)CCSc3ccccc3)o2)cs1
(53) Cn1nc(COCc2cccc(F)c2)c2c1CCN(C(=O)Nc1ccccc1)C2
(54) Cc1ccc(CSC2NCC(C)N2)cc1C (stereo not given)
Assay by compound,49,50,51,52,53,54
Pf apPOL inh,-31,-11,0,8,-3,-10
mHTT-CaM PPI inh,-5,x,-12,12,5,x

(55) O=C(Nc1ccccc1F)C1=Cc2ccccc2OC1
(56) O=C1CC(Cc2ccccc2)C(=O)N1c1ncccn1 (stereo not given)
(57) O=C(Cn1c(=O)cnc2cccnc21)NC1CCCCC1
(58) O=C(O)c1cc(-c2cccnc2)nc2ccccc12
(59) Cc1ccc2[nH]c3nc(NN)nnc3c2c1
(60) Cc1ccccc1NC(=O)Nc1nnc(COc2ccccc2Cl)s1
Assay by compound,55,56,57,58,59,60
Pf apPOL inh,-6,3&-8,3,-8,-6,-6
mHTT-CaM PPI inh,-8,4&-4,0,-3,47,-2

(61) c1csc(-c2ccn3cnnc3n2)c1
(62) O=S1(=O)CCOC[C@H](c2ccccc2)N1Cc1ccccc1
(63) COc1ccc(C2CC(C(F)(F)F)n3nc(C(=O)NCCc4ccccc4)cc3N2)cc1 (stereo not given)
(64) CCCc1cc(C2CCCN2Cc2ccc(O)c(OC)c2)no1 (stereo not given)
(65) CCOc1ccc(CN2CCCC2c2cc(C)on2)cc1OCC (stereo not given)
(66) O=C(C1CCN(C2CCN(C(=O)C3CC3)CC2)CC1)N1CCOCC1
Assay by compound,61,62,63,64,65,66
Pf apPOL inh,-2,-2,3,4,2,-4
mHTT-CaM PPI inh,x,-13,23,2,5,-6

(67) O=C(COc1ccccc1)Nc1cccc(-c2nc3ncccc3o2)c1
(68) CCC(=O)N1CCc2sc(S(=O)(=O)Nc3ccccc3C)cc2C1
(69) COc1ccc(NC(=O)c2ccc(-c3ccc(-c4noc(C)n4)cc3C)cc2)cc1N1CCN(C)CC1
(70) CCOc1cc(/C=C2/C(=O)ON=C2C)ccc1OCc1cccc(Cl)c1
(71) Cc1ccc(CNC(=O)c2nnn(-c3ccc4c(c3)OCCO4)c2N)cc1
(72) C=Cc1ccc(S(=O)(=O)N2CC(=O)N3CCc4ccc(F)cc4C3C2)cc1 (stereo not given)
Assay by compound,67,68,69,70,71,72
Pf apPOL inh,0,-7,2,-6,-4,12
mHTT-CaM PPI inh,40,5,x,99*,5,26

(73) CCC(C(=O)N(C)Cc1ccccc1)c1ccccc1 (stereo not given)
(74) Cc1[nH]nc2c1C1(C(=O)N(C(=O)c3ccccc3)c3ccccc31)C(C#N)=C(N)O2 (stereo not given)
(75) O=[N+]([O-])c1ccccc1S(=O)(=O)N1CCN(Cc2ccc3c(c2)OCO3)CC1
(76) COc1ccc(C2CCCN2C(=O)Nc2ccc(C)c(C)c2)cc1 (stereo not given)
(77) Cc1cc(N)n2ncc(-c3cccc(Br)c3)c2n1
(78) COc1ccccc1N1C(=O)S/C(=C\c2ccc(O)cc2)C1=O
Assay by compound,73,74,75,76,77,78
Pf apPOL inh,-3,-2,-9,1,7,-6
mHTT-CaM PPI inh,-26,43,16,-7,-25,19

(79) S=C(NCc1ccco1)NN=C1CSCc2ccccc21
(80) OCCCCn1c(-c2ccccc2)nc2ccccc21
(81) O=C(CSc1nc2ccccc2o1)Nc1ncc(Br)cc1Br
(82) CC1CCN(C(=O)c2cn3c(n2)COCC3)CC1
(83) CCOC(CNC(=O)c1ccc(N2CCc3ccccc32)c([N+](=O)[O-])c1)OCC
(84) Cc1cccc(-c2noc(Cc3nnc(-c4ccccc4)o3)n2)c1
Assay by compound,79,80,81,82,83,84
Pf apPOL inh,-2,-9,-2,-4,-6,-1
mHTT-CaM PPI inh,x,x,6,-13,56*,-44

(85) Cc1ccc(-c2ccnc3c(C(=O)N4CCOCC4)cnn23)cc1C
(86) Cc1ccc(S(=O)(=O)NC2=NCN(c3cccc([N+](=O)[O-])c3)CN2)cc1
(87) Cc1ccc(-n2ncc3c(N4CCN(c5ccc([N+](=O)[O-])cc5)CC4)ncnc32)c(C)c1
(88) Cc1cc(F)ccc1NC(=O)c1c(O)c2cccnc2n(-c2cccc(F)c2)c1=O
(89) CCCn1ncc(N2CCC(C(=O)NCc3ccncc3)CC2)cc1=O
(90) O=C(NCc1ccccn1)C(=O)NCC(c1ccco1)N1CCOCC1 (stereo not given)
Assay by compound,85,86,87,88,89,90
Pf apPOL inh,-1,-1,-2,1,-1,-7
mHTT-CaM PPI inh,-9,-2,8,-5,-7,0

(91) O=C(Nc1nnc(CCc2ccccc2)s1)c1ccc([N+](=O)[O-])cc1Cl
(92) CCC[C@H]1[C@@H](NC(=O)c2cccc(N(C)C)c2)CC[C@@]23CCCN2C(=O)CCC[C@@H]13
(93) O=C(CCC1CCN(c2cc(NC3CC3)ncn2)CC1)NCc1cccc(F)c1
(94) COc1ccc(C(=O)CSc2nc3ccccc3c(=O)[nH]2)cc1C
(95) CCCN1C(=O)C(CC(=O)NC(C)C)Sc2ncccc21 (stereo not given)
(96) CCN1C(=O)C(C)(C(=O)Nc2ccccc2F)Oc2cccnc21 (stereo not given)
Assay by compound,91,92,93,94,95,96
Pf apPOL inh,-6,-2,-1,4,-7,-4
mHTT-CaM PPI inh,-1,0,1,3,-1,-7

(97) COCCNC(=O)c1ccc(CS(=O)(=O)Cc2ccccc2C)o1
(98) Cc1ccc(C2=NNC(C)(c3ccc(C4CCCCC4)cc3)S2)cc1 (stereo not given)
(99) CCC(C)NC(=O)c1cc(-c2ccccc2OC)on1 (stereo not given)
(100) Cn1c(=O)c(N2CCN(C(=O)Cc3cccc(F)c3)CC2)nc2ccccc21
(101) COc1ccccc1N(CC(=O)NCc1ccco1)S(C)(=O)=O
(102) COCCNc1ncnc2scc(-c3ccccc3)c12
Assay by compound,97,98,99,100,101,102
Pf apPOL inh,-16,x,-1,-2,-9,-2
mHTT-CaM PPI inh,5,45,-7,12,4,-8
